# Source: PubChem
# KCNH2 WT inh – KCNH2 (human, wildtype) channel inhibition. Q12809. U2OS, BacMam KCNH2, thallium flux FluxOr; hits give low values. activity change, % at 1.84 µM. 340,000 compounds, 0.37% hits. AID 720551;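 active means maximum activity change below -70%; inconclusive means maximum activity change between -70% and -50%; inactive means maximum activity change above -50%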; further: on the % scale 0 is the no-effect control and ±100 the full control effect
# Target sequence (Q12809 whole entry, looked up): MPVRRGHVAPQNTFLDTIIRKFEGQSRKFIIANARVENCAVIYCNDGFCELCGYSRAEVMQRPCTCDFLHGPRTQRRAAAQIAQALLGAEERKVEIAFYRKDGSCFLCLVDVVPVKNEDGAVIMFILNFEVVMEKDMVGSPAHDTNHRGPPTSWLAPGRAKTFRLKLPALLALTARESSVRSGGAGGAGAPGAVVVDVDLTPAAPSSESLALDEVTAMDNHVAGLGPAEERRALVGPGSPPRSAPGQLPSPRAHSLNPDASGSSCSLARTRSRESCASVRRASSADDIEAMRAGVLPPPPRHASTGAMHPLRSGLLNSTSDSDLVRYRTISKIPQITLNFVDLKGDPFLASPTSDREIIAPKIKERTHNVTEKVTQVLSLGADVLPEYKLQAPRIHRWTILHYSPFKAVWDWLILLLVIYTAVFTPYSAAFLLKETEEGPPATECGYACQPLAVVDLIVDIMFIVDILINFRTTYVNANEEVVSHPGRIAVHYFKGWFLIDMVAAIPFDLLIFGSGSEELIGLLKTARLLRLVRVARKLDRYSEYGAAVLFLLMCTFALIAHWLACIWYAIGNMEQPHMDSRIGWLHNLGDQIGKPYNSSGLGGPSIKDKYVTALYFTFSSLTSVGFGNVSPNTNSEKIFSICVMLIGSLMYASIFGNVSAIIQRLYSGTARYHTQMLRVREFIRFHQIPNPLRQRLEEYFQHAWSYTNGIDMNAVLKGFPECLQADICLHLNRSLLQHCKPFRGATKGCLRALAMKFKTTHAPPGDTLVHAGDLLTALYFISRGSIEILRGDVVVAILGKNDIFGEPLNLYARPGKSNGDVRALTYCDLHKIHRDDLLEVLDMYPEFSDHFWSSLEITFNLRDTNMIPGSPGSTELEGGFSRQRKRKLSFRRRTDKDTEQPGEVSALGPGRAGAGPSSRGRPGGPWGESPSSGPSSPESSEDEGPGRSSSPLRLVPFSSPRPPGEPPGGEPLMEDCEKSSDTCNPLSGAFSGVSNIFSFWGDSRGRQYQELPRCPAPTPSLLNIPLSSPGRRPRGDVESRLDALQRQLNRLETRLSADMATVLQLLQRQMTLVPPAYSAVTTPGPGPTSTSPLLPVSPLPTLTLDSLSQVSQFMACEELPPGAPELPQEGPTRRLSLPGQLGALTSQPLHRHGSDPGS
#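 U2OS cells were transduced with wild-type KCNH2 virus (2.03 x 10^8 / mL) for 4 h at room temperature, then cultured overnight at 37 C. Thallium flux was read with FluxOr dye. Rate constants were normalized to DMSO controls.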
# MBNL1-CUG inh – blocks human MBNL1 binding to CUG repeat RNA | Q9NR56 | TR-FRET MBNL1-His/biotin-(CUG)12 binding, 665/545 ratio | Potency, µM (titrated, usually from 57.5 µM), inactives show at the highest dose activity change, negative = inhibition, hits mostly inhibitors | 280,000 compounds, 0.036% hits | AID 2675; active means well fitted inhibition curve with a large enough effect in the signal ratio, with a control signal flat, not every such curve was filed as active; inconclusive means small, poorly fitted or top-dose-only effect, or effect the other way, or a change in a side signal; inactive means no such curve, though single readings can be large or run the other way; the % refers to the signal ratio; further: potency means the concentration at half of the fitted maximal effect; on the % scale 0 is the no-effect control and ±100 the full control effect
#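 His-tagged MBNL1 binding to biotinylated (CUG)12 RNA was measured by TR-FRET using terbium anti-His antibody (0.055 ng/ul final) and streptavidin-XL665 (5 nM final). Compounds were titrated 92 nM to 58 uM; 60 min at room temperature.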
# Menin-MLL TR inh – menin-MLL binding inhibition, Texas Red mutant peptide. Potency, µM (titrated, usually from 61.6 µM), for the others: at the highest dose FP activity change, negative = inhibition, actives largely listed as inhibitors. 270,000 compounds, 0.23% hits. Menin + Texas Red MLL mutant peptide, fluorescence polarization. AID 1768; active means well fitted inhibition curve with a large enough effect in the polarisation, with a control signal flat, not every such curve was filed as active; inconclusive means small, poorly fitted or top-dose-only effect, or effect the other way, or a change in a side signal; inactive means no such curve, though single readings can be large or run the other way; the % refers to the polarisation; further: potency means the concentration at half of the fitted maximal effect; % of control where 0% means no effect; many of its hits are not listed in these tables
# S-ASM inh – blocks human secretory acid sphingomyelinase; placental ASM, HMU-PC fluorogenic substrate, 60 min; Potency, µM (series often up to 57.5 µM), for inactives: at the highest dose activity change, negative = inhibition, most hits filed as inhibitors; 340,000 compounds, 0.006% hits; AID 504937; further: potency means the concentration at half of the fitted maximal effect
#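 qHTS format. ASM enzyme prepared from human placenta hydrolyses the fluorogenic substrate HMU-PC0 (9 uM final) over 60 min at 37 °C after a 10 min compound preincubation.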
# USP2a block – blocks human ubiquitin-specific protease USP2a | 330,000 compounds, 0.01% hits | AID 463254 | O75604 | USP2 core, Ub-CHOP2 coupled fluorogenic reporter, 485/531 | Potency, µM (titrated, usually from 38.3 µM), without a hit: at the top dose activity change, negative = inhibition, actives largely listed as inhibitors;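 further: potency means the concentration at half of the fitted maximal effect; plate controls were DMSO wells for no effect and full inhibition by NEM control for full effect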
#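 USP2 core (10nM final) preincubated 30min RT with compound in 20mM Tris-HCl pH 8.0, 2mM CaCl2, 2mM beta-mercaptoethanol, 0.05% CHAPS; 25nM Ub-CHOP2 plus 25nM reporter substrate added, fluorescence (Ex485/Em531) read after 60min.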
# TSHR antag – antagonists of human thyroid stimulating hormone receptor; P16473; TSHR-expressing cells, TSH-stimulated cAMP HTRF, 2 h; hits give low values; activity change, negative = inhibition, % at 11.5 µM; 330,000 compounds, 0.2% hits;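 active means activity change below a set negative limit, meaning inhibition stronger than a set level, cut at about -70% in these data; inconclusive means activity change between two set negative limits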; further: on the % scale 0 is the no-effect control and ±100 the full control effect
#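 Inhibition of cAMP made by TSHR-expressing cells under TSH stimulation (4nM final, EC80; 2 h, 37 deg C) is quantified with a one-step lysis HTRF kit, anti-cAMP cryptate versus cAMP-d2.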
# PKM2 activator – increases activity of human pyruvate kinase M2; 260,000 compounds, 0.34% hits; purified PKM2, Kinase-Glo ATP luminescence, activation; response scale: 0% is enzyme alone, no compound; Potency, µM (doses to about 57.5 µM), for the others: top-dose activation, hits mostly activators; P14618; further: potency means the concentration at half of the fitted maximal effect; on the % scale 0 is the no-effect control and ±100 the full control effect; nearly all actives have a fitted effect of over 55% in size
#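 Purified hPK-M2 (>95% pure) converted ADP (0.1 mM final) to ATP with 0.5 mM PEP in 50 mM imidazole pH7.2, KCl, MgCl2, Tween 20, BSA; 1 h at room temperature. ATP detected by Kinase-Glo luminescence.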
# Eya2 inh – inhibitors of human Eya2 phosphatase activity; O00167; recombinant Eya2, OMFP fluorescence dephosphorylation (OMFP is methylfluorescein phosphate); Potency, µM (top dose mostly 76.9 µM), inactives show at the top dose activity, negative = inhibition, usual class: inhibitors; 330,000 compounds, 0.006% hits; further: potency means the concentration at half of the fitted maximal effect; on the % scale 0 is the no-effect control and ±100 the full control effect
#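 Eya2 (0.2 uM) preincubated 10 min at ambient with compound, then OMFP substrate added at 50 uM; 10 min reaction in 50 mM HEPES pH 7.5, 50 mM NaCl, 5 uM MgCl2, 0.05% BSA, 1 mM DTT. Fluorescence read at Ex 485/Em 525 nm.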
# Chronic BCR inh – chronic active BCR signaling inhibition | Potency, µM (titrated, usually from 46.1 µM), inactives show at the highest dose ratio change, negative = lower green/red ratio, hits mostly inhibitors | ABC-DLBCL IkBa-CBG/CBR reporter, luminescence ratio, 4 h | 340,000 compounds, 0.05% hits; active means well fitted inhibition curve with a large enough effect in the signal ratio, with a control signal flat, not every such curve was filed as active; inconclusive means small, poorly fitted or top-dose-only effect, or effect the other way, or a change in a side signal; the % refers to the signal ratio;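 further: potency means the concentration at half of the fitted maximal effect; plate controls were basal doxycycline-induced cells for no effect and cells given 10 µM MG132 for full effect; MG132 reads +100%, hits lower the ratio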
#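 Compounds up to 46 uM were incubated four hours with TMD8 cells whose green CBG68 luciferase is fused to IkappaBalpha; red CBR luminescence normalised the signal, and concentration-effect curves were fitted to fusion, red and ratio data.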
# GALK inhibitor – inhibitors of human galactokinase. P51570. Purified GALK, Kinase-Glo residual ATP luminescence. Potency, µM (doses to about 57.5 µM), for inactives: at the top dose activity change, negative = inhibition, most hits filed as inhibitors. 270,000 compounds, 0.007% hits. AID 1868; further: potency means the concentration at half of the fitted maximal effect; on the % scale 0 is the no-effect control and ±100 the full control effect
#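 ATP-depletion format; final 35 uM ATP, 100 uM D-galactose, 5 nM enzyme; pH 8.0 HEPES/Mg2+ buffer; 60 min RT; luminescence read 10 min after detection reagent.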
# Mito fusion yeast – mitochondrial division inhibition or fusion activation | 320,000 compounds, 0.23% hits | S. cerevisiae fusion-defective mutant growth rescue, CellTiterGlo 48 h | Potency, µM (highest dose often 46.1 µM), for inactives: top-dose growth rescue (activation), actives largely listed as activators | AID 485298;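 further: potency means the concentration at half of the fitted maximal effect; % of control where 0% means no effect; nearly all actives have a fitted effect of over 45% in size; temperature-sensitive fusion mutants such as fzo1-1 at 37 °C on non-fermentable ethanol glycerol medium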
#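 Temperature-sensitive fusion-defective S. cerevisiae (e.g. fzo1-1, mgm1-5) were grown with compound in YPEG medium (3% ethanol, 3% glycerol) for 48 hours at 37C. Growth rescue was measured as viability by CellTiterGlo luminescence after 10 minutes at ambient.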
# Starred values were filed as active, the others as inactive; ? = inconclusive; . = not tested or not shown; & = joins results of further samples; [ ] = remark or other dose. Unless noted, the call rests on the fitted dose curve; in most records, active means well fitted curve in the direction sought with a large enough effect; inconclusive means small, poorly fitted or top-dose-only effect, or another doubt; inactive means no such curve, though single readings can be large; an effect the other way counts as inactive or inconclusive. An excerpt; count on the stated rates, not on these rows.
SMILES,KCNH2 WT inh,MBNL1-CUG inh,Menin-MLL TR inh,S-ASM inh,USP2a block,TSHR antag,PKM2 activator,Eya2 inh,Chronic BCR inh,GALK inhibitor,Mito fusion yeast
CCOc1ccccc1-c1nc(CN2CCCN(C(=O)c3ccco3)CC2)c(C)o1,25.2,-4.2%,.,7.2%,1.7%,4.1,0.6%,16.2%,-6.0%,3.9%,-5.4%
O=C(Cc1ccc(Br)cc1)N/N=C/c1cccnc1,-4.0,13.3%,.,-0.3%,-0.8%,15.7,-1.4%,4.4%,0.4%,-7.3%,5.1%
Cc1ccc(C)c(S(=O)(=O)Nc2ccc(C(=O)N3CC(C)OC(C)C3)cc2)c1 (configuration not stated),-0.7,.,.,0.2%,-1.0%,-20.0,.,-1.1%,?,.,0.6%
COc1ccc(Cl)cc1S(=O)(=O)NCc1ccncc1,-1.3,-2.4%,-0.2%,1.7%,0.8%,-2.6,0.6%,4.0%,-0.7%,-2.9%,-2.5%
Cc1ccc(C(=O)NCCN2C3=NC[C@H](Cc4ccc(O)cc4)N3C[C@H]2Cc2ccc(O)cc2)cc1Br,-3.3,?,.,-6.2%,0.0%,-2.2,-8.2%,-8.9%,3.6%,0.2%,-4.7%
Cc1ccccc1NC(=O)NNC(=O)CCc1ccccc1,4.0,0.4%,6.3%,1.6%,0.5%,15.2,1.5%,13.1%,3.2%,4.3%,-2.9%
CNc1nc(NC)nc(-n2c(C(F)(F)F)nc3ccccc32)n1,-12.1,1.2%,18.0%,-5.7%,-0.8%,-10.9,-0.2%,-6.9%,-5.5%,-0.1%,3.9%
COc1ccccc1NC(=O)Nc1nnc(CC(=O)Nc2ccccc2)s1,.,-2.5%,?,.,-0.7%,-7.9,-1.2%,-2.1%,?,8.0%,24.4%
CCOC(=O)C1=C(C(F)(F)F)Nc2ncnn2C1c1cccc(OC)c1OC (configuration not stated),-2.5,-3.6%,-2.5%,10.4%,3.5%,-1.1,-2.1%,4.0%,-15.3%&2.3%,0.4%,-5.9%
CCC1=C(OC(=O)N(CC)CC)N2C(=O)OC(=NCCc3c[nH]c4ccccc34)[C@]2(C)[C@H]2C1=CC[C@H]1C(=O)N(CC)C(=O)[C@H]12,.,5.0%,21.9%,-2.5%,-4.1%,-7.6,0.1%&-0.8%,-13.3%,2.0%,0.1%,27.9%
CNC(=O)c1ccc2snnc2c1,-2.2,18.0%,4.8%,4.7%,-0.5%,16.3,-10.4%,4.2%,11.0%,2.1%,-3.5%
CCN1CCN(c2ncnc3sc4c(c23)CCC(C)C4)CC1 (configuration not stated),-6.1,-4.6%,0.0%,-1.3%,2.6%,10.0,.,-26.3%,-7.3%,.,7.5%
CCc1c(C)nc2[nH]nc(NC(=O)C(F)(F)F)n2c1=O,-0.9,-4.4%,1.0%,0.1%,2.5%,-3.8,-0.3%,14.8%,-0.7%,4.2%,1.0%
COc1ccc(C(=O)NC2CCCN(Cc3ccccc3F)C2)c(OC)c1OC (configuration not stated),-2.4,-5.3%,-19.0%,0.0%,2.5%,5.7,0.8%,6.0%,-0.8%,-2.8%,0.1%
COc1cccc(/C=C/C(=O)NCc2ccc(S(N)(=O)=O)cc2)c1,-12.6,-3.8%,.,-1.9%,0.0%,16.5,3.1%,-20.3%,1.8%,.,-4.9%
COc1ccc([C@@H]2CC=C(C(=O)O)[C@H](c3ccc(Br)cc3)N2S(=O)(=O)c2ccccc2C)cc1,-3.9,.,.,2.5%,3.4%,-10.2,.,-2.7%,5.6%,.,.
Cc1csc(NC(=O)c2cnc3ccccc3n2)n1,-1.8,?,-2.1%,-3.7%,0.6%,-8.4,-7.9%,8.1%,?,-0.1%,-7.7%
CCOC(=O)C1CCN(C(=O)c2ccccc2NS(=O)(=O)c2ccc(C)cc2)CC1,-0.3,-11.0%,.,4.5%,-3.2%,14.0,-6.6%,4.0%,0.9%,-11.0%,6.0%
Cc1nn(C)c(C(=O)Nc2ccn(C34CC5CC(CC(C5)C3)C4)n2)c1[N+](=O)[O-],-5.0,.,-13.1%,-1.6%,0.9%,-24.4,0.8%,-3.1%,0.8%,1.4%,?
NC(=O)c1ccsc1NC(=O)CS(=O)(=O)c1ccc(F)cc1,0.5,.,.,-2.2%,0.7%,.,.,5.5%,-0.1%,.,5.0%
CCOC(=O)c1ccc(NC(=O)N2CCN(C(=O)C3CCCO3)CC2)cc1 (configuration not stated),2.6,-4.2%,4.4%,6.6%,2.0%,5.8,-2.5%,8.6%,-9.6%,3.6%,-4.5%
Cc1ccc2c(c1)c1c(n2CC(O)Cn2c(C)nc3ccccc32)/C(=N\O)CCC1 (configuration not stated),-10.9,4.7%,7.8%,?,-8.9%,-7.3,-6.3%,-5.0%,-10.6%,1.1%,-21.0%
Cc1cccn2c(=O)c(C=O)c(N3CCN(c4ccc(F)cc4)CC3)nc12,0.6,3.7%,-15.5%,-4.6%,0.8%,-6.0,0.7%,-21.3%,-5.5%,-3.0%,16.4%
CCOc1ccc(NC(=O)CNc2cccc(S(=O)(=O)N3CCCCCC3)c2)cc1OCC,-0.1,.,.,3.4%,1.0%,.,.,3.8%,-2.1%,.,.
O=C(OCc1cccc([N+](=O)[O-])c1)c1cc2ccccc2oc1=O,2.7,17.4%,-18.1%,-3.7%,0.4%,-10.4,-4.3%,-4.3%,10.9%,-1.4%,1.1%
# Next part:
SMILES,KCNH2 WT inh,MBNL1-CUG inh,Menin-MLL TR inh,S-ASM inh,USP2a block,TSHR antag,PKM2 activator,Eya2 inh,Chronic BCR inh,GALK inhibitor,Mito fusion yeast
C=CCN=C1S/C(=C\N(C)C)C(=O)N1S(=O)(=O)c1ccc(C)cc1,-8.6,.,.,-1.0%,-0.7%,.,.,8.2%,1.4%,.,.
Nc1cc(=O)[nH]c(SCC(=O)N2CCN(S(=O)(=O)c3ccc4ccccc4c3)CC2)n1,2.1,2.5%,-18.8%,3.8%,3.5%,0.7,19.8%,-3.1%,-1.6%,10.5%,4.6%
Cc1cc(-c2n[nH]c(=S)n2/N=C/c2sccc2C)n[nH]1,5.0,17.2%,-0.8%,1.5%,2.3%,-5.5,5.3%,-4.5%,8.6%,.,0.7%
COc1ccc(C)cc1NC(=O)c1cnc2n(c1=O)CCS2,24.0,8.8%,-5.0%,-0.9%,1.0%,-13.8,-2.4%,5.8%,?,-3.0%,-0.5%
COc1ccc(C2c3c(oc4c(C)cc(C)cc4c3=O)C(=O)N2Cc2cccnc2)cc1OC (configuration not stated),.,0.6%,1.5%,.,-1.2%,-2.9,3.7%,-9.4%,0.7%,1.6%,-2.6%
COc1ccc(N(C)C(=O)Cc2c(C(=O)O)n(C)c3ccccc23)c(OC)c1,-8.7,4.0%,20.2%,0.9%,-1.9%,3.3,.,9.6%,5.9%,2.0%,3.5%
CC1CC(C)CN(CC(=O)N2CCc3[nH]c4ccccc4c3C2)C1 (configuration not stated),17.4,-11.1%,-16.7%,7.0%,-0.9%,3.1,2.4%,0.3%,-0.4%,3.3%,2.5%
COc1cccc(C(=O)Nc2nnc(S(=O)(=O)Nc3cccc(C)c3)s2)c1,?,5.4%,?,2.7%,2.8%,-16.6,-13.2%,11.6%,?,.,7.2%
O=[N+]([O-])c1ccc(Oc2ccc(S(=O)(=O)Nc3ccccc3)cc2)cc1,0.2,.,?,-4.3%,-3.0%,-35.7,8.0%,-6.8%,-1.3%,0.9%,?
COc1ccc(-c2nn(-c3ccccc3)cc2C(=O)NC(=S)NNC(=O)c2ccncc2)cc1,9.8,51.7%[activator],?,-0.6%,-1.3%,-13.3,0.2%,16.5%,?,-2.3%,11.9%
